# DNMT1 inh: human DNMT1 methyltransferase inhibitors, primary screen, biochemical, molecular beacon, fluorescence, HinP1I cleavage, uHTS; DNA (cytosine-5)-methyltransferase 1 (Homo sapiens), P26358; inhibition (reported as % activation of signal), % at 10 µM; 360,000 tested, 0.83% active; AID 588458, 2011; in the data active means inhibition above about 50%
# STEP block: STEP phosphatase inhibitors, primary screen, biochemical, fluorescence intensity, uHTS | Tyrosine-protein phosphatase non-receptor type 5 (Homo sapiens), P54829 | inhibition, % at 20 µM | 360,000 tested, 0.25% active | recombinant STEP, OMFP fluorogenic substrate | AID 588621, 2011;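 active means inhibition at 20 µM, scaled per plate between control wells, above about 37%, limit read from the data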;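 further: 0% = DMSO with enzyme and substrate and 100% = substrate only without enzyme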
# Target sequence (P54829 whole entry, looked up): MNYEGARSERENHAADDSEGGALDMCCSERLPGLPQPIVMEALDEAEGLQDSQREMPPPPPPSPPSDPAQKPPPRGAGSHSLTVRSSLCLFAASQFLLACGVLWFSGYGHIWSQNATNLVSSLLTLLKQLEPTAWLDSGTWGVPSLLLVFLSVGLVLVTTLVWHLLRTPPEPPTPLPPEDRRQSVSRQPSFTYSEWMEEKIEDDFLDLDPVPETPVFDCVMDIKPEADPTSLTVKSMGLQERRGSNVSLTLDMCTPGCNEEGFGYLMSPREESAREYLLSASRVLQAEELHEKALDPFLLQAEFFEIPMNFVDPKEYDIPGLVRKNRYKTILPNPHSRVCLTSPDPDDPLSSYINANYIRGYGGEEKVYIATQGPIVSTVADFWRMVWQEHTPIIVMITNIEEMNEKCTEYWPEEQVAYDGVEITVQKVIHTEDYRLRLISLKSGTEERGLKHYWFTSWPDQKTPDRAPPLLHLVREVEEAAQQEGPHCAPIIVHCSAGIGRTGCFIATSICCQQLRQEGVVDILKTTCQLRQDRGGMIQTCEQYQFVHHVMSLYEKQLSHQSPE
#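 System: STEP phosphatase, cell-free reaction; Buffer or medium: Bis-Tris pH 6.0 buffer with DTT, detergent; Incubation: 20 min at room temperature, dark; Measured by: fluorescence, 480/540 nm.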
# NadD inh: inhibitors of S. aureus NadD, primary screen, biochemical, colorimetric, uHTS; Nicotinate-nucleotide adenylyltransferase NadD (Staphylococcus aureus N315); purified NadD enzyme, colorimetric absorbance read-out; inhibition, % at 20 µM; 360,000 tested, 0.78% active; in the data active means inhibition above about 26%; further: some compounds past the cut are filed as inactive
# Scp1 inh: Scp-1 phosphatase inhibitors, primary screen, biochemical, colorimetric, uHTS. Carboxy-terminal domain RNA polymerase II polypeptide A small phosphatase 1 (Homo …. Recombinant Scp1, phosphopeptide, malachite green phosphate absorbance. inhibition, % at 20 µM. 340,000 tested, 0.88% active;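 active means inhibition above about 50% at 20 µM, limit read from the data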;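 further: plate controls were DMSO wells with enzyme for no effect and wells lacking enzyme for full effect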
#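 Times: enzyme reaction 45 min at room temperature, colour 5 min, stabilisation 30 min. Material: SCP-1 catalytic fragment, aa 76-261. Medium: Acidic Tris acetate buffer with magnesium and detergent. Signal: colorimetric free-phosphate detection, absorbance 630 nm. Read-out basis: % inhibition of SCP-1 phosphate liberation. Reagent: Phosphorylated 17-residue peptide substrate.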
# TbMetRS inhib: T. brucei MetRS inhibitors, primary screen, biochemical, luminescence. purified T. brucei MetRS, ATP depletion, Kinase-Glo luminescence. inhibition, % at 11.9 µM. methionyl-tRNA synthetase (Trypanosoma brucei brucei). 360,000 tested, 0.4% active;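 active means inhibition above a per-plate cutoff of the control wells' mean inhibition plus 3 SD, cut at about 5.5% in these data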;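 further: 0% = DMSO wells median and 100% = median of wells with control inhibitor compound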
#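 Material: T. brucei methionyl-tRNA synthetase, purified; reagent: substrates ATP, L-methionine and bulk Escherichia coli tRNA; dosing: 11.9 µM single point; timing: 15 min plus 2 h at 25 °C; detection: luminescence of leftover ATP; evaluation: % inhibition; control set: DMSO-only wells as low control; replicates: singlicate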
# PABP1 MLLE inh: inhibitors of PABP1 MLLE–PAM2 peptide binding, primary screen, biochemical, fluorescence polarization, FITC-PAM2, GST-MLLE. Polyadenylate-binding protein 1 (Homo sapiens), P11940. inhibition, % at 20 µM. 360,000 tested, 0.36% active. AID 588489, 2011; in the data active means inhibition above about 35%, passing the limit was not always enough;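 further: plate controls were DMSO wells with GST-MLLE for no effect and wells lacking GST-MLLE protein for full effect; some results filed as inactive read as strong as hits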
# LMPTP inh: LMPTP phosphatase inhibitors, primary screen, biochemical, fluorescence intensity, uHTS; Low molecular weight phosphotyrosine protein phosphatase (Homo sapiens), P24666; recombinant LMPTP-A, OMFP fluorogenic substrate; inhibition, % at 20 µM; 360,000 tested, 0.22% active; AID 651560, 2012;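 active means compounds that cut the enzyme signal by at least half of the control window in the single-dose screen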;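 further: plate controls were DMSO wells with enzyme plus substrate for no effect and substrate without enzyme for full effect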
# Target sequence (P24666 whole entry, looked up): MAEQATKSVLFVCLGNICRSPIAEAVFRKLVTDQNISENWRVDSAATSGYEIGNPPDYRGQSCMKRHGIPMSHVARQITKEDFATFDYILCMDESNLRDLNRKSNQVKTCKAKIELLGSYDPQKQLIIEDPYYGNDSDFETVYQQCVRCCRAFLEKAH
#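 Test system: LMPTP-A phosphatase enzyme; input: 0.625 nM LMPTP-A final; reagent: OMFP substrate, 400 µM final; compound dosing: 20 µM single dose, 3% DMSO; incubation: 50 min dark incubation at room temperature; measured by: endpoint fluorescence intensity from OMFP dephosphorylation; measure: % inhibition relative to no-enzyme and uninhibited control wells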
# Rpn11 inh: Rpn11 (PSMD14) deubiquitinase inhibitors, primary screen, biochemical, fluorescence polarization, uHTS. 360,000 tested, 0.59% active. 26S proteasome non-ATPase regulatory subunit 14 (Homo sapiens), O00487. human 26S proteasome, Ub4-pepOG fluorescence polarization; 20S core pre-blocked with epoxomicin. calls only at 20 µM;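 active means inhibition at 20 µM, scaled to each plate's controls, above about 33%, limit read from the data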
# CSN deneddyl inh: inhibitors of CSN-mediated cullin deneddylation, primary screen, biochemical, fluorescence polarization, uHTS | COP9 signalosome complex subunit 5 (Homo sapiens), Q92905 | Purified CSN, SCF-Nedd8-OG deneddylation | inhibition, % at 12.5 µM | 360,000 tested, 0.38% active | AID 651999, 2013;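 active means pattern-corrected inhibition above about 35%, with an unprinted fluorescence ratio check between 0.5 and 1.5, limit read from the data, passing the limit was not always enough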;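 further: 0% = enzyme with substrate and 100% = substrate without enzyme; some results filed as inactive read as strong as hits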
# Target sequence (Q92905 whole entry, looked up, one chain of several): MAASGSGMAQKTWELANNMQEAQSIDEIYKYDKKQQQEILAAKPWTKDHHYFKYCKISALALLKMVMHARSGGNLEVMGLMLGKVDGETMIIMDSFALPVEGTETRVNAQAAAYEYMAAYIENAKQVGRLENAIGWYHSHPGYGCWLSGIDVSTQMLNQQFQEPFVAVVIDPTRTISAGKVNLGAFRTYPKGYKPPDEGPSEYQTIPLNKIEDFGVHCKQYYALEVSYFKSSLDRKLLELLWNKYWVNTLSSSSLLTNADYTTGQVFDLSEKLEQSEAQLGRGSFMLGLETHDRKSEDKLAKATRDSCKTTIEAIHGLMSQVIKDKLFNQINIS
#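 Test system: Human Csn5 produced in HEK293T cells | Compound: 12.5 µM single point | Times: 90 min, room temperature | Signal: Fluorescence polarization readout | Read-out basis: % inhibition of substrate cleavage by Csn5 | Controls: no-enzyme wells high, enzyme-with-substrate wells low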
# SUMO1 PPI mod: modulators of SUMO1 protein-protein interactions, primary screen, biochemical, uHTS; Small ubiquitin-related modifier 1 (Homo sapiens), P63165; SUMO1 binding to a labelled peptide, TR-FRET, 1 h; inhibition, % at 20 µM; 360,000 tested, 0.33% active; in the data active means inhibition above about 37%
# An asterisk follows results filed as active; i = inactive; . = no result given.
# Preview, 9 compounds:
1	C=CCOc1ccc(C=Nc2cccc(Cl)c2)c(O)c1
2	CCN(CC)S(=O)(=O)c1cccc(C(=O)N[C@H](C(=O)NCc2ccccc2F)C(C)C)c1
3	Cc1nc(N2CCOCC2)nc(Oc2ccccc2F)c1[N+](=O)[O-]
4	COc1ccc2c(c1)c(C(C)=O)c(C)n2CCc1ccc(OC)c(OC)c1
5	C(=C\c1ccccc1)/CN1CCN(C(c2ccccc2)c2nnnn2C2CCCC2)CC1 (stereo not given)
6	COc1ccc(S(=O)(=O)N2CCC(NC(=O)c3cccnc3)CC2)cc1
7	COc1ccc(S(=O)(=O)N2CCOCC2)cc1NC(=O)CSc1nnc(C2CC2)n1N
8	O=C1OC(N2CCN(C(=O)c3ccco3)CC2)c2ccccc21 (stereo not given)
9	Cc1n[nH]c(=O)c2c(NC(=O)CSc3nncn3C(C)C)oc(C)c12
Screen / compound no.,1,2,3,4,5,6,7,8,9
DNMT1 inh,0,0,1,0,2,0,-2,3,-2
STEP block,-1,-1,-1,1,0,-3,1,-5,-3
NadD inh,3,-3,-2,0,-6,1,-4,-1,-3
Scp1 inh,0,22,-14,-10,.,-5,0,8,-13
TbMetRS inhib,-0.7,-1.1,-0.3,0.7,-0.1,-0.2,0.2,0.3,-0.4
PABP1 MLLE inh,2,1,3,9,3,2,-6,0,20
LMPTP inh,0.7,-0.8,-0.4,-1.1,-0.9,-1.7,-2.4,-1.3,-5.9
Rpn11 inh,i,i,i,i,i,i,i,i,i
CSN deneddyl inh,1,0,4,-1,-3,-2,1,5,0
SUMO1 PPI mod,-1,-1,-2,0,-3,-1,-1,-1,-21

# The listing, repeating the preview:
1	C=CCOc1ccc(C=Nc2cccc(Cl)c2)c(O)c1
2	CCN(CC)S(=O)(=O)c1cccc(C(=O)N[C@H](C(=O)NCc2ccccc2F)C(C)C)c1
3	Cc1nc(N2CCOCC2)nc(Oc2ccccc2F)c1[N+](=O)[O-]
4	COc1ccc2c(c1)c(C(C)=O)c(C)n2CCc1ccc(OC)c(OC)c1
5	C(=C\c1ccccc1)/CN1CCN(C(c2ccccc2)c2nnnn2C2CCCC2)CC1 (stereo not given)
6	COc1ccc(S(=O)(=O)N2CCC(NC(=O)c3cccnc3)CC2)cc1
7	COc1ccc(S(=O)(=O)N2CCOCC2)cc1NC(=O)CSc1nnc(C2CC2)n1N
8	O=C1OC(N2CCN(C(=O)c3ccco3)CC2)c2ccccc21 (stereo not given)
9	Cc1n[nH]c(=O)c2c(NC(=O)CSc3nncn3C(C)C)oc(C)c12
10	CC1Cn2c(CCc3ccccc3)nnc2S1 (stereo not given)
Screen / compound no.,1,2,3,4,5,6,7,8,9,10
DNMT1 inh,0,0,1,0,2,0,-2,3,-2,0
STEP block,-1,-1,-1,1,0,-3,1,-5,-3,0
NadD inh,3,-3,-2,0,-6,1,-4,-1,-3,5
Scp1 inh,0,22,-14,-10,.,-5,0,8,-13,-1
TbMetRS inhib,-0.7,-1.1,-0.3,0.7,-0.1,-0.2,0.2,0.3,-0.4,-0.2
PABP1 MLLE inh,2,1,3,9,3,2,-6,0,20,3
LMPTP inh,0.7,-0.8,-0.4,-1.1,-0.9,-1.7,-2.4,-1.3,-5.9,0.2
Rpn11 inh,i,i,i,i,i,i,i,i,i,i
CSN deneddyl inh,1,0,4,-1,-3,-2,1,5,0,1
SUMO1 PPI mod,-1,-1,-2,0,-3,-1,-1,-1,-21,-3

11	Cc1cc(C)n2nc(C(=O)OCC(=O)Nc3cc(S(=O)(=O)N4CCOCC4)ccc3Cl)nc2n1
12	Cn1c(=O)c2[nH]c(=O)[nH]c2n(C)c1=O
13	CN(C(=O)COC(=O)c1cc([N+](=O)[O-])ccc1Cl)c1ccccc1
14	COc1ccc(/C=C(\C#N)C(=O)NC2CCS(=O)(=O)C2)cc1OC (stereo not given)
15	O=C(CSc1ncccc1-c1nc2ccccc2[nH]1)N1CCCCC1
16	CN1CCN(CC(O)COc2ccc(C34CC5CC(CC(C5)C3)C4)cc2)CC1 (stereo not given)
17	CC(C)(CO)CN1CCC(n2nccc2NC(=O)C2CCOC2)CC1 (stereo not given)
18	O=C(Cn1nnc(-c2ccccc2F)n1)Nc1ccc2c(c1)OCCO2
19	COc1cc(OC)cc(C(=O)OCC(=O)Nc2nnc(-c3ccccc3)o2)c1
20	CCOc1ccc(N(CC(=O)Nc2cccc(N(C)S(C)(=O)=O)c2)S(=O)(=O)c2ccccc2)cc1
Screen / compound no.,11,12,13,14,15,16,17,18,19,20
DNMT1 inh,3,1,0,2,-5,-3,-3,1,0,0
STEP block,-2,-1,-2,1,-1,-1,1,1,4,-4
NadD inh,1,5,-4,-3,12,27,1,-8,8,3
Scp1 inh,5,-4,-2,-2,-9,-8,.,-7,-11,-17
TbMetRS inhib,-0.3,0.5,-0.5,-0.5,0.4,-0.8,-0.2,1.1,-0.2,-0.1
PABP1 MLLE inh,-24,6,0,-3,-27,-1,6,2,8,0
LMPTP inh,-1.1,0.3,-0.9,-1.5,2.4,-5.7,-2.0,-0.1,-0.1,-0.9
Rpn11 inh,i,i,i,i,i,i,i,i,i,i
CSN deneddyl inh,4,1,2,-3,5,6,-3,-3,0,-4
SUMO1 PPI mod,3,-2,-28,-12,7,-2,1,6,3,-5

21	Cc1cc(C)n2nc(N)c(N=Nc3ccc(Cl)cc3)c2n1
22	COc1cccc(C(=O)NNC(=O)Cc2ccc(Cl)cc2)c1
23	Nc1nnc(/C=C/c2ccccc2Cl)s1
24	O=C(COC(=O)c1ccc(Br)o1)Nc1ncc(Cl)cc1Cl
25	CCCc1nnc(NC(=O)COC(=O)c2cc(C)nc3ccccc23)s1
26	COc1ccc(S(=O)(=O)N2CCCCC2)cc1NC(=O)Cc1ccc(Br)cc1
27	CCOC(=O)C1CCCN(CCC(=O)Nc2ccc3c(c2)CCC3)C1 (stereo not given)
28	CCc1cccc(C)c1NC(=O)c1ccc2nc(N3CCOCC3)sc2c1
29	Cc1ccc2c(N)c(C)ccc2c1
30	O=c1nc2ccccc2c2n1CC(CN1CCN(Cc3ccccc3)CC1)N2 (stereo not given)
Screen / compound no.,21,22,23,24,25,26,27,28,29,30
DNMT1 inh,-7,-3,2,2,-1,-5,-6,-2,-9,1
STEP block,1,-2,5,-1,1,0,0,0,-2,4
NadD inh,-6,-1,2,1,0,4,-4,0,0,-2
Scp1 inh,3,-6,-4,5,0,-10,-7,-2,-9,3
TbMetRS inhib,-0.2,-0.5,0.0,-0.3,-0.4,-0.4,-0.6,-0.2,-1.7,-0.1
PABP1 MLLE inh,-3,-11,-5,-4,3,-16,13,5,-7,8
LMPTP inh,1.5,-1.7,-1.1,0.7,0.9,3.6,-1.3,-1.9,-0.6,4.3
Rpn11 inh,i,i,i,i,i,i,i,i,i,i
CSN deneddyl inh,0,0,4,5,-1,-4,4,0,-8,-5
SUMO1 PPI mod,-7,0,-10,10,-1,-5,-1,3,-18,0

31	COC(=O)COc1ccc2c(-c3cccc([N+](=O)[O-])c3)cc(=O)oc2c1
32	Cn1c(=O)c2c(nc(-n3ccnc3)n2Cc2ccc([N+](=O)[O-])cc2)n(C)c1=O
33	O=C(CCNc1ccc(Br)cc1)c1cccc([N+](=O)[O-])c1
34	O=C(NCCc1nc2ccccc2[nH]1)c1cc([N+](=O)[O-])cc([N+](=O)[O-])c1
35	COc1cccc(-c2cc3nc(NCCN4CCCC4)n(C)c(=O)c3s2)c1
36	C1=C(CCNc2nnnn2-c2ccccc2)CCCC1
37	O=C(Nc1cccnc1)C1CCCN(S(=O)(=O)c2ccccc2)C1 (stereo not given)
38	Cc1ccc(C)c(OCC(=O)N2CCc3ccccc3C2)c1
39	CN(CCn1ccnc1)C(=O)CC1C(=O)NCCN1Cc1ccccc1C(F)(F)F (stereo not given)
40	CCOC(=O)c1[nH]c(C)c(C(=O)Nc2cccc(Cl)c2C)c1C
41	CCCN1CCN(C(=O)c2cc(COc3ccc(F)cc3F)on2)CC1
42	Cc1ccc(S(=O)(=O)NNC(=O)c2c(O)c3ccccc3[nH]c2=O)cc1
Screen / compound no.,31,32,33,34,35,36,37,38,39,40,41,42
DNMT1 inh,1,0,-2,1,-4,3,-5,0,-3,-3,1,12
STEP block,2,1,2,2,2,-2,1,-2,-1,1,1,-1
NadD inh,-17,2,-3,-11,0,5,-5,-6,4,-1,-3,-4
Scp1 inh,1,5,6,-12,.,-2,3,-13,-7,0,-8,-2
TbMetRS inhib,-0.9,-0.3,-0.1,0.9,0.2,-0.3,-0.2,-0.5,-0.2,-0.2,0.1,-0.3
PABP1 MLLE inh,-8,-11,-3,18,-12,12,-1,2,8,-9,-10,2
LMPTP inh,-3.0,0.2,-0.4,-2.2,-0.2,-0.2,-0.9,1.1,-2.5,-0.4,-0.6,-1.8
Rpn11 inh,i,i,i,i,i,i,i,i,i,i,i,i
CSN deneddyl inh,2,4,2,-8,-1,-4,-4,-3,0,-3,-1,1
SUMO1 PPI mod,-20,-15,-18,-23,-39,-3,-1,4,-1,4,2,1

# Source: PubChem BioAssay
